core dimer inh: blocks dimerization of HCV core protein; AID 1899; TR-FRET GST/Flag-core106 dimerization, 1536-well; actives 0.33% (n = 300,000); inhibition, % at 5 µM;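 active means inhibition above the mean of all tested compounds plus 3 SD, set per screening campaign, cut at about 45% in these data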
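Test system: GST/Flag-tagged HCV core106 proteins; Medium: KF-containing HEPES buffer, pH 7.45, DTT, CHAPS, BSA; Times: compound-protein-antibody incubation 4 h at 22.5 °C; Detection: TR-FRET 671 and 617 nm emission; Benchmarks: wells lacking GST-core106 and wells with excess unlabelled core106.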
Efflux pump mplx: inhibitors of Candida antifungal efflux pumps expressed in yeast; S. cerevisiae Candida pump triplex, Nile Red efflux; actives 0.44% (n = 330,000); inhibition, % at 10 µM;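 active means plate passing quality check with inhibition over a set limit, or well fluorescence over plate mean plus 4 SD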;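 further: Nile Red retained in pooled yeast measured as flow cytometry median fluorescence; 0% = buffer negative control and 100% = Enniatin B positive control; higher means more Nile Red kept so more efflux inhibition; some compounds called inactive have numbers as strong as hits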
PP1 counter: counter-screen for PP5 inhibitors: inhibitors of human PP1-alpha. AID 2235. inhibition, % at 6.7 µM. purified PP1alpha, OMFP fluorescence. actives 0.9% (n = 320,000);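 active means inhibition above the mean inhibition of all tested compounds plus 3 SD, computed separately for each screening campaign, cut at about 15% in these data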
Target sequence (P62136 whole entry, looked up): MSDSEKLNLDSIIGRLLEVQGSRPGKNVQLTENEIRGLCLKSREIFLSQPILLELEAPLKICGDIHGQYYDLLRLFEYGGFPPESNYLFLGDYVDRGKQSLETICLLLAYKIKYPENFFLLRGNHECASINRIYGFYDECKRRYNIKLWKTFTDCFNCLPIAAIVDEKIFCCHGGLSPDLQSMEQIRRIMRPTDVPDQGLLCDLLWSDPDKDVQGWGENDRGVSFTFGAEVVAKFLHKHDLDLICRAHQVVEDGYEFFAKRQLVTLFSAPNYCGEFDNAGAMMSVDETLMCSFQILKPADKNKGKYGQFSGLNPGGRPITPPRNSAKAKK
PP5 inh: blocks human protein phosphatase 5 activity; P53041; purified PP5c, OMFP substrate fluorescence; inhibition, % at 6.7 µM; actives 0.18% (n = 320,000); AID 1987;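 active means inhibition above the campaign's mean inhibition across all tested compounds plus 3 SD, cut at about 9.5% in these data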;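 further: 0% = DMSO only and 100% = 100 µM cantharidin control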
Fh CTSL1 inh: counter-screen for PFM18AAP inhibitors: inhibitors of F. hepatica cathepsin L1; actives 0.49% (n = 300,000); recombinant F. hepatica cathepsin L1, Z-Leu-Arg-MCA fluorescence; AID 1906; inhibition, % at 5.96 µM;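 active means inhibition above the mean of all tested compounds plus 3 SD, set per screening campaign, cut at about 17% in these data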;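 further: 0% = plate median of test compound wells and 100% = 1 µM Z-Phe-Ala-diazomethylketone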
GASC-1 inh: blocks human GASC-1 demethylase activity; GST-JMJD2C(1-420) H3K9me3 demethylation, DELFIA europium; Q9H3R0; inhibition, % at 2.35 µM; actives 0.069% (n = 330,000);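 active means more than half of a compound's replicate wells show inhibition beyond 50%, single wells judged on their own value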;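 further: signal counts dimethyl H3K9 product captured on neutravidin plate; 0% = median of DMSO wells and 100% = 0.3 times that DMSO median; strong numbers were not always called active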
Target sequence (Q9H3R0 1-420 limits assumed): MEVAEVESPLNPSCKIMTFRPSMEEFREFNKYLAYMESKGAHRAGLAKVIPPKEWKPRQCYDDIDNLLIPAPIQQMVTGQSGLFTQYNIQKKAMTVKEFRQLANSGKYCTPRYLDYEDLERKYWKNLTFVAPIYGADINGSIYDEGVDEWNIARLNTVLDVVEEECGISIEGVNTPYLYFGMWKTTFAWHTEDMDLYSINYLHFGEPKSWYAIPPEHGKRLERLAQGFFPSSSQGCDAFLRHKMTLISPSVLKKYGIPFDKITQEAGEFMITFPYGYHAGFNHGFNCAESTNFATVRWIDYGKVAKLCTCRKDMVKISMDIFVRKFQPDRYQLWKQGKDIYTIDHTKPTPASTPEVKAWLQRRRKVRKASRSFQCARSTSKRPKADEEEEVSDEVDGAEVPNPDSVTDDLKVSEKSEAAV
PREPL inhibitor: human PREPL enzyme inhibition | Q4J6C6 | recombinant PREPL, fluorescence polarization activity-based probe | inhibition, % at 5.96 µM | actives 0.68% (n = 320,000); in the data active means inhibition above about 43%;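 further: 0% = enzyme with DMSO and 100% = wells lacking enzyme; many of its hits are not listed in these tables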
LYPLA2 inh: blocks human lysophospholipase 2, a PME1 counter-screen | recombinant LYPLA2, FP-Rh probe fluorescence polarization | inhibition, % at 5.9 µM | actives 0.38% (n = 320,000);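 active means inhibition above the screen-wide mean plus 3 SD, limit set per campaign, cut at about 26% in these data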;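 further: 0% = LYPLA2 with DMSO and 100% = wells lacking LYPLA2 enzyme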
Target sequence (O95372 whole entry, looked up): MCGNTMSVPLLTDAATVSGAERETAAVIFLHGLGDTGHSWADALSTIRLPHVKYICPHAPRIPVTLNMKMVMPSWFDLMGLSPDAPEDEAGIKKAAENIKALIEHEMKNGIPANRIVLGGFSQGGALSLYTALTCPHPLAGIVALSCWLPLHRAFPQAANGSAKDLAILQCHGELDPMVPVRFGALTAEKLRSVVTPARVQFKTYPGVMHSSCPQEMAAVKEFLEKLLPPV
TPT1 inh: C. albicans TPT1 enzyme inhibition. inhibition, % at 5 µM. actives 0.81% (n = 300,000). recombinant caTPT1, FP RNA substrate dephosphorylation;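 active means inhibition above the mean of all tested compounds plus 3 SD, set per screening campaign, cut at about 24% in these data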;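 further: plate controls were DMSO alone for no effect and ferristatin control at 100 nM for full effect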
Starred values were filed as active, the others as inactive.

What do the screens show for `COc1cc(CC(=O)Nc2ccc3nc(C)sc3c2)cc(OC)c1OC`?
core dimer inh: -1; Efflux pump mplx: 0.0; PP1 counter: -2; PP5 inh: 3.7; Fh CTSL1 inh: -2; GASC-1 inh: 2; PREPL inhibitor: -5; LYPLA2 inh: 1; TPT1 inh: 1

How did Cc1ccc(C(C(=O)NC2CCCC2)N(C(=O)c2csnn2)C2CCCC2)o1 (stereo not given) do in these assays?
core dimer inh: 8; Efflux pump mplx: 0.0; PP1 counter: -3; PP5 inh: 0.9; Fh CTSL1 inh: -3; GASC-1 inh: -30; PREPL inhibitor: -4; LYPLA2 inh: 10; TPT1 inh: -1

Results for N#Cc1ccc(NC(=O)c2nc(-c3ccccc3)n(-c3ccccc3)n2)cc1 ?
core dimer inh: 15; Efflux pump mplx: 0.1; PP1 counter: 2; PP5 inh: 3.4; Fh CTSL1 inh: 4; GASC-1 inh: -16; PREPL inhibitor: -6; LYPLA2 inh: 9; TPT1 inh: -6

What do the screens show for `CCCN(C(=O)Cc1coc2cc(C)c(C)cc12)c1c(N)n(Cc2ccccc2)c(=O)[nH]c1=O`?
core dimer inh: -2; Efflux pump mplx: -0.1; PP1 counter: 0; PP5 inh: -0.6; Fh CTSL1 inh: 4; GASC-1 inh: 5; PREPL inhibitor: -8; LYPLA2 inh: -2; TPT1 inh: 1

Results for CN(C(=O)CSc1ccc(S(=O)(=O)N2CCCCC2)cn1)c1ccccc1 ?
Efflux pump mplx: 0.1; PP1 counter: -5; PP5 inh: -0.6; PREPL inhibitor: 5; LYPLA2 inh: 2

Results for CCC(=O)Nc1cccc(C2=NOC3(C2)C[C@@H](C(N)=O)N(C(=O)COc2ccc(Cl)cc2)C3)c1 (stereo not given in full) ?
core dimer inh: 6; Efflux pump mplx: -0.1; PP1 counter: 1; PP5 inh: -0.4; Fh CTSL1 inh: -1; GASC-1 inh: -11; PREPL inhibitor: -9; LYPLA2 inh: -2; TPT1 inh: -3

What do the screens show for `CCOC(=O)C1CCN(C(=O)c2ccc(OCC)c(OCC)c2)CC1`?
core dimer inh: 2; Efflux pump mplx: 0.1; PP1 counter: 1; PP5 inh: 1.1; Fh CTSL1 inh: -1; GASC-1 inh: 8; PREPL inhibitor: 1; LYPLA2 inh: 2; TPT1 inh: -2

How did O=C(COc1ccccc1)Nc1ccc(S(=O)(=O)N2CCCC2)cc1 do in these assays?
core dimer inh: 9; Efflux pump mplx: -0.5; PP1 counter: -2; PP5 inh: 2.9; Fh CTSL1 inh: -1; GASC-1 inh: 10; PREPL inhibitor: -6; LYPLA2 inh: 1; TPT1 inh: 0

How did COc1cccc(-c2nc3c(c(=O)[nH]c(=O)n3Cc3ccccc3)n2CCO)c1OC(F)F do in these assays?
core dimer inh: -3; Efflux pump mplx: 0.5; PP1 counter: -1; PP5 inh: 2.4; Fh CTSL1 inh: -1; GASC-1 inh: -16; PREPL inhibitor: 8; LYPLA2 inh: -5; TPT1 inh: 0

What do the screens show for `NC(=S)N/N=C1\CCSc2ccc(Cl)cc21`?
core dimer inh: 0; Efflux pump mplx: -0.1; PP1 counter: -2; PP5 inh: 1.1; Fh CTSL1 inh: 26*; GASC-1 inh: -13; PREPL inhibitor: 11; LYPLA2 inh: 4; TPT1 inh: 0

Results for O=C(NNc1nc(-c2ccccc2)cs1)c1ccc(F)cc1 ?
core dimer inh: 8; Efflux pump mplx: 0.0; PP1 counter: 3; PP5 inh: 1.2; Fh CTSL1 inh: 0; GASC-1 inh: 2; PREPL inhibitor: 6; LYPLA2 inh: -3; TPT1 inh: 0

What do the screens show for `COc1cc2nc(SCc3ccc(C(F)(F)F)cc3)n(Cc3cccs3)c(=N)c2cc1OC`?
core dimer inh: 1; Efflux pump mplx: -0.3; PP1 counter: -2; PP5 inh: 3.0; Fh CTSL1 inh: -1; GASC-1 inh: 2; PREPL inhibitor: 5; LYPLA2 inh: -9; TPT1 inh: -2

2 successive entries from above:
What do the screens show for `COc1cc(CC(=O)Nc2ccc3nc(C)sc3c2)cc(OC)c1OC`?
core dimer inh: -1; Efflux pump mplx: 0.0; PP1 counter: -2; PP5 inh: 3.7; Fh CTSL1 inh: -2; GASC-1 inh: 2; PREPL inhibitor: -5; LYPLA2 inh: 1; TPT1 inh: 1

How did Cc1ccc(C(C(=O)NC2CCCC2)N(C(=O)c2csnn2)C2CCCC2)o1 (stereo not given) do in these assays?
core dimer inh: 8; Efflux pump mplx: 0.0; PP1 counter: -3; PP5 inh: 0.9; Fh CTSL1 inh: -3; GASC-1 inh: -30; PREPL inhibitor: -4; LYPLA2 inh: 10; TPT1 inh: -1

More entries.
How did Cc1cccc(OCc2nnc(SCC(=O)Nc3ccc(C)c(Cl)c3)o2)c1 do in these assays?
core dimer inh: 8; Efflux pump mplx: -0.2; PP1 counter: 4; PP5 inh: 3.2; Fh CTSL1 inh: 4; GASC-1 inh: 5; PREPL inhibitor: -19; LYPLA2 inh: -1; TPT1 inh: 1

Results for c1ccc(CCNc2ncnc3scc(C4COc5ccccc5O4)c23)cc1 (stereo not given) ?
core dimer inh: 4; Efflux pump mplx: 0.1; PP1 counter: 10; PP5 inh: -0.9; Fh CTSL1 inh: 1; GASC-1 inh: -3; PREPL inhibitor: -10; LYPLA2 inh: -7; TPT1 inh: 2

How did COC(=O)c1cc(=O)c2cccc(OC)c2[nH]1 do in these assays?
core dimer inh: -2; Efflux pump mplx: 0.2; PP1 counter: -4; PP5 inh: 3.2; Fh CTSL1 inh: -1; GASC-1 inh: -3; PREPL inhibitor: 9; LYPLA2 inh: -5; TPT1 inh: 3

How did O=c1c(CN2CCN(c3ccccn3)CC2)coc2ccccc12 do in these assays?
core dimer inh: -3; Efflux pump mplx: 0.0; PP1 counter: 0; PP5 inh: 0.8; Fh CTSL1 inh: -2; GASC-1 inh: -12; PREPL inhibitor: 16; LYPLA2 inh: 5; TPT1 inh: -5

How did O=C(NCCNCCO)C1(C(F)(F)F)C/C(=C\Cc2ccccc2)CCCO1 (stereo not given) do in these assays?
core dimer inh: -1; Efflux pump mplx: -0.1; PP1 counter: -2; PP5 inh: 0.8; Fh CTSL1 inh: 0; GASC-1 inh: -3; PREPL inhibitor: -24; LYPLA2 inh: -1; TPT1 inh: -1

What do the screens show for `O=C(c1ccco1)N1CCN(S(=O)(=O)c2ccc(F)cc2)CC1`?
core dimer inh: 2; Efflux pump mplx: 0.0; PP1 counter: -2; PP5 inh: -0.8; Fh CTSL1 inh: -2; GASC-1 inh: -2; PREPL inhibitor: -5; LYPLA2 inh: -4; TPT1 inh: -2

What do the screens show for `C(=N\Nc1ccc2ccccc2n1)/c1ccc2c(c1)OCO2`?
core dimer inh: -4; Efflux pump mplx: 0.0; PP1 counter: 2; PP5 inh: -0.4; Fh CTSL1 inh: 0; GASC-1 inh: -7; PREPL inhibitor: 33; LYPLA2 inh: -1; TPT1 inh: 1

What do the screens show for `COC1=CC(=O)OC12CCCCC2`?
core dimer inh: -2; Efflux pump mplx: 0.0; PP1 counter: -5; PP5 inh: 1.1; Fh CTSL1 inh: 2; GASC-1 inh: 3; PREPL inhibitor: 1; LYPLA2 inh: -1; TPT1 inh: 0

How did O=C(CSc1nc2cc(Cl)ccc2o1)N1CCOCC1 do in these assays?
core dimer inh: 0; Efflux pump mplx: 0.0; PP1 counter: -2; PP5 inh: 0.8; Fh CTSL1 inh: -1; GASC-1 inh: -1; PREPL inhibitor: -8; LYPLA2 inh: 0; TPT1 inh: -1

How did COc1ccccc1CN1C(=NC(=O)CCC2CCCC2)SC2CS(=O)(=O)CC21 (stereo not given) do in these assays?
core dimer inh: 12; Efflux pump mplx: 0.0; PP1 counter: 0; PP5 inh: 3.5; Fh CTSL1 inh: 1; GASC-1 inh: 13; PREPL inhibitor: -2; LYPLA2 inh: -4; TPT1 inh: -1

Results for O=C(N/N=C/c1cc2c(cc1Cl)OCO2)c1cccc(Br)c1 ?
core dimer inh: 13; Efflux pump mplx: 0.1; PP1 counter: 0; PP5 inh: 0.2; Fh CTSL1 inh: 6; GASC-1 inh: -12; PREPL inhibitor: -1; LYPLA2 inh: -2; TPT1 inh: 1

Results for Cc1ccc2cc(C(c3nnnn3Cc3ccccc3)N3CCc4ccccc43)c(=O)[nH]c2c1 (stereo not given) ?
core dimer inh: 14; Efflux pump mplx: 0.1; PP1 counter: 10; PP5 inh: 0.6; Fh CTSL1 inh: 3; GASC-1 inh: -1; PREPL inhibitor: -2; LYPLA2 inh: -5; TPT1 inh: 2

What do the screens show for `O=C(Nc1ccncc1)C1COc2ccccc2O1` (stereo not given)?
core dimer inh: -4; Efflux pump mplx: -0.1; PP1 counter: -6; PP5 inh: 1.6; Fh CTSL1 inh: -4; GASC-1 inh: 0; PREPL inhibitor: 1; LYPLA2 inh: 5; TPT1 inh: -4

How did Cc1ccc(CNC(=O)C(=O)NCC2OCCN2C(=O)c2ccc(Cl)cc2)cc1 (stereo not given) do in these assays?
core dimer inh: 15; Efflux pump mplx: 0.0; PP1 counter: 5; PP5 inh: 2.0; Fh CTSL1 inh: 1; GASC-1 inh: 33; PREPL inhibitor: 0; LYPLA2 inh: 4; TPT1 inh: -2

What do the screens show for `O=C(Nc1cc(S(=O)(=O)N2CCOCC2)ccc1O)c1ccc2c(c1)S(=O)(=O)c1ccccc1C2=O`?
core dimer inh: -7; Efflux pump mplx: 0.5; PP1 counter: 0; PP5 inh: 3.2; Fh CTSL1 inh: 0; GASC-1 inh: -7; PREPL inhibitor: 8; LYPLA2 inh: -6; TPT1 inh: 0

How did O=c1[nH]c(NCCO)nc2c1C1(CCCCC1)Cc1ccccc1-2 do in these assays?
core dimer inh: -6; Efflux pump mplx: 0.0; PP1 counter: 19*; PP5 inh: 1.0; Fh CTSL1 inh: 2; PREPL inhibitor: -7; LYPLA2 inh: 2; TPT1 inh: 1

Results for COc1ccc(CN2C(=O)COc3ccccc32)cc1 ?
core dimer inh: -9; Efflux pump mplx: 0.1; PP1 counter: -4; PP5 inh: 4.5; Fh CTSL1 inh: 2; GASC-1 inh: -2; PREPL inhibitor: 6; LYPLA2 inh: -2; TPT1 inh: 1

How did CCCCNC(=O)COC(=O)c1ccc(F)cc1Cl do in these assays?
core dimer inh: -3; Efflux pump mplx: 0.0; PP1 counter: -3; PP5 inh: -3.6; Fh CTSL1 inh: -1; GASC-1 inh: 9; PREPL inhibitor: -1; LYPLA2 inh: 0; TPT1 inh: 0

How did Oc1c(Cl)cc(Cl)cc1C(C#Cc1ccccc1)N1CCOCC1 (stereo not given) do in these assays?
core dimer inh: -13; Efflux pump mplx: 0.5; PP1 counter: 0; PP5 inh: 3.3; Fh CTSL1 inh: -2; GASC-1 inh: 1; PREPL inhibitor: 5; LYPLA2 inh: 3; TPT1 inh: -1

Results for COc1cccc(C(=O)O/N=C(\N)c2ccccn2)c1OC ?
core dimer inh: -3; Efflux pump mplx: 0.1; PP1 counter: -11; PP5 inh: 1.1; Fh CTSL1 inh: 0; GASC-1 inh: -16; PREPL inhibitor: -4; LYPLA2 inh: 1; TPT1 inh: -1

What do the screens show for `COc1ccc(OCCN(C)Cc2c(O)ccc3ccccc23)cc1`?
core dimer inh: -3; Efflux pump mplx: 0.0; PP1 counter: 3; PP5 inh: 3.1; Fh CTSL1 inh: 2; GASC-1 inh: 10; PREPL inhibitor: 2; LYPLA2 inh: 3; TPT1 inh: 1

How did CC(C)CCCN1C(Nc2ccccc2)=NC[C@@H]1Cc1ccccc1 do in these assays?
core dimer inh: -3; Efflux pump mplx: 0.1; PP1 counter: -5; PP5 inh: -1.2; Fh CTSL1 inh: 3; GASC-1 inh: -19; PREPL inhibitor: 23; LYPLA2 inh: 10; TPT1 inh: -1

A portion of the library (hit frequency here may not be typical).
